# Mm-Cpn inhibitor: Inhibitors of TCP-1 ring complex (TRiC) of Methanococcus maripaludis (MmCpn): qHTS | Chaperonin Mm-Cpn (Methanococcus maripaludis) | purified Mm-Cpn ATPase, ADP Transcreener TR-FRET | Potency, µM (titrated, usually from 76.9 µM), without a hit: top-dose activity, negative = inhibition, hits mostly inhibitors | actives 0.031% (n = 330,000); further: potency means the concentration at half of the fitted maximal effect; on the % scale 0 is the no-effect control and ±100 the full control effect; nearly all actives have a fitted effect of over 80% in size
#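 TR-FRET (320 nm excitation; 590 and 665 nm emission) reports ADP made from 10 uM ATP by 25 nM enzyme; compounds were preincubated 10 min, reaction run 30 min, both at 37°C.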
# CCT chaperon mod: High-Throughput Screening for Modulators of Cytosolic Chaperonin Activity; purified chaperonin ATPase assay, HTRF ADP detection, 30 min; activity change, % (test concentration not listed), hits read low; actives 0.3% (n = 360,000); in the data active means activity change below about -30%; further: on the % scale 0 is the no-effect control and ±100 the full control effect
#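 Nucleotide hydrolysis assay: TRiC at 20–40 nM final (set by batch activity) with 10 uM ATP, 30 min at 37 °C, in presence of 76 uM compound. Detection by competitive ADP HTRF, 30 min ambient.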
# Nrf2 ARE act: qHTS of Nrf2 Activators; AREc32 ARE-luciferase reporter (MCF7-derived line), luminescence, 24 h; actives 0.31% (n = 410,000); Potency, µM (series often up to 46.1 µM), without a hit: top-dose activation, actives largely listed as activators; further: potency means the concentration at half of the fitted maximal effect; % of control where 0% means no effect; nearly all actives have a fitted effect of over 65% in size
#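 Each well held 1000 AREc32 cells, which were incubated with compound for 24 hr at 37 deg C after overnight attachment, and ARE reporter activity was quantified by firefly luciferase luminescence.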
# Nrf2 inh: Nrf2 qHTS screen for inhibitors. actives 2.1% (n = 360,000). A549 ARE-Fluc reporter, luciferase luminescence, 18-24 h. Potency, µM (top dose mostly 46 µM), for the others: at the highest dose activity change, negative = inhibition, usual class: inhibitors; further: potency means the concentration at half of the fitted maximal effect; on the % scale 0 is the no-effect control and ±100 the full control effect; nearly all actives have a fitted effect of over 60% in size
#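 A549 ARE_Fluc cells, 5000/well, 5% FBS OPTI-MEM; compounds in dose-response, 18-24 h at 37 °C/5% CO2; CellTiter-Fluor viability read (Ex 405/Em 525), then BugLite luciferase luminescence = Nrf2 activity.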
# Akt phos inh: HTS Assay for Inhibitors of Akt Phophorylation: Primary Screen; Neuro2A IGF-stimulated pAkt S473 HTRF, 20 min; active compounds read low; activity change, % for hits at 50 µM; actives 0.32% (n = 360,000); in the data active means activity change below about -80%; inconclusive means mostly about -51% to -80%; further: on the % scale 0 is the no-effect control and ±100 the full control effect
#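 Neuro2A cells (4,500/well, DMEM with 0.5% FBS) were treated with compound at a single 50 µM final concentration, stimulated with 6 nM IGF for 20 min at 37 °C, and lysed. Phospho-Akt Ser473 was read by HTRF as 665/615 ratio ×10^4.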
# HepG2 viability: qHTS for Inhibitors of TGF-b: Cytotox Counterscreen | actives 0.76% (n = 410,000) | HepG2 CAGA-GFP viability, ATP luminescence, 18 h | Potency, µM (top dose mostly 46.1 µM), for the others: at the top dose activity change, negative = cytotoxicity, actives largely listed as cytotoxic; further: potency means the concentration at half of the fitted maximal effect; some results filed as inactive show a strong effect at the top dose
#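 HepG2 CAGA-GFP cells (1000/well, DMEM with 1% FBS) received compound, then TGF-beta at 500 pg/mL final, and were incubated 18 hours at 37 degrees C. Viability was read by CellTiter-Glo luminescence. Media-only wells were set as complete cell-killing and DMSO as no toxicity.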
# Abeta rescue: qHTS for compounds that reverse cellular toxicity of Amyloid beta (A-beta) peptide in yeast: Primary Screen; yeast expressing A-beta42, growth rescue, OD600, 48 h; response scale: 0% DMSO, 100% iron-clioquinol control; Potency, µM (titrated, usually from 46.1 µM), inactives show at the top dose growth rescue, most hits filed as activators; actives 0.063% (n = 410,000); further: potency means the concentration at half of the fitted maximal effect; nearly all actives have a fitted effect of over 55% in size
#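 Yeast A-beta toxicity model in growth medium with pinned compounds, 48 h at 30 C; growth read as absorbance at 600 nm. Normalized to FeCl3/clioquinol equimolar mix (positive) and DMSO (negative).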
# TGFb SMAD3 inh: qHTS for Inhibitors of TGF-b; actives 1.2% (n = 410,000); HepG2 CAGA-GFP TGF-b/SMAD3 reporter, GFP fluorescence, 18 h; TGF-beta stimulated, 500 pg/mL final; Potency, µM (doses to about 46.1 µM), without a hit: at the highest dose activity, negative = inhibition, hits mostly inhibitors; further: potency means the concentration at half of the fitted maximal effect; on the % scale 0 is the no-effect control and ±100 the full control effect; nearly all actives have a fitted effect of over 65% in size
#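 Read-out: total well GFP (ex488/em500-530) summed from mean per-cell fluorescence. Cells: HEPG2 CAGA-GFP, 1% FBS DMEM, 18 h at 37 degrees C with 500 pg/mL final TGF-beta. Unstimulated wells served as the full-inhibition control; stimulated DMSO wells = 0%.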
# A549 viability: Nrf2 qHTS screen for inhibitors: counterscreen for cytotoxicity; A549 ARE-Fluc cells, CellTiter-Fluor viability, 18-24 h; Potency, µM (highest dose often 46 µM), inactives show at the top dose activity change, negative = cytotoxicity, hits mostly inhibitors; actives 0.16% (n = 390,000); AID 504648, 2011; further: potency means the concentration at half of the fitted maximal effect; on the % scale 0 is the no-effect control and ±100 the full control effect
#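 A549 ARE-Fluc cells in 5% FBS OPTI-MEM, 5000 cells/well, rested 2 h then exposed to compounds in concentration-response for 18-24 h at 37 °C. Viability by CellTiter-Fluor fluorescence (Ex 405/Em 525) after 30 min; luciferase luminescence (BugLite, 15 min, RT) read afterwards.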
# * hit, by the source's call; i = inactive; ? = inconclusive; / = no result given; & = joins results of further samples. Unless noted, the call rests on the fitted dose curve; in most records, active means well fitted curve in the direction sought with a large enough effect; inconclusive means small, poorly fitted or top-dose-only effect, or another doubt; inactive means no such curve, though single readings can be large; an effect the other way counts as inactive or inconclusive.
(1) CCC1(c2ccccc2)NC(=O)N(CC(=O)Nc2ccccc2N2CCCC2)C1=O (centres undefined)
(2) O=C(C[C@H]1C[C@H](C(=O)N2CCCCC2)[C@@]2(CCc3ccccc3)c3[nH]c4ccc(Cl)cc4c3CCN2C1=O)NCCc1ccccn1
(3) Cc1cc(=O)n(Cc2ccccc2)c2c1c(C)nn2C
(4) O=C(Nc1ccc(Cl)cc1)c1cc(S(=O)(=O)N2CCCCC2)ccc1N1CCOCC1
(5) CCOCCCNC(=O)c1cn(CC)c2ccc(S(=O)(=O)N3CCCC3)cc2c1=O
(6) CN(C)S(=O)(=O)n1cc(/C=C(\NC(=O)c2ccccc2Cl)C(=O)NCCN2CCOCC2)c2ccccc21
(7) NS(=O)(=O)c1cccc(NC(=O)c2cc3ccccc3o2)c1
(8) COc1ccc(S(=O)Cc2ccc(C(=O)NC3CC3)o2)cc1 (centres undefined)

Assay by compound,1,2,3,4,5,6,7,8
Mm-Cpn inhibitor,0%,-3%,/,/,2%,3%,-3%,2%
CCT chaperon mod,-1.4,1.1,/,0.8,-52*,1.6,-0.7,-0.1
Nrf2 ARE act,0.2%,-0.4%,4.2%,-2.0%,-1.1%,-0.7%,0.2%,0.1%
Nrf2 inh,-8%,21µM*,?,/,1%,15%,3%,-11%
Akt phos inh,i,i,/,i,/,i,i,i
HepG2 viability,-40%,3%,-26%,3%,4%,9%,-68%,22%
Abeta rescue,11%,2%,10%,15%,-18%,-12%,-5%,3%
TGFb SMAD3 inh,8%,-23%,-5%,-8%,-2%,13%,0%,12%
A549 viability,9%,?,23%,/,1%,-2%,-4%,-11%

(9) COc1ccc(N2CCN(C(CNC(=O)c3ccco3)c3cccnc3)CC2)cc1 (centres undefined)
(10) Cc1ccc(C)c(OCc2nc3ccccc3[nH]2)c1
(11) COc1ccc(-n2c(Cc3cccn3C)nnc2SCC(=O)Nc2ccc(F)cc2F)cc1
(12) CCc1nc2ccc(C(=O)N3CCN(c4ccccc4)CC3)cn2c1N(C)CCCc1ccccc1
(13) Cc1nn(C(C)c2n[nH]c(=S)n2-c2cccc(Cl)c2)c(C)c1[N+](=O)[O-] (centres undefined)
(14) CCC1CCCCN1S(=O)(=O)c1ccc(NC(=O)c2cc(=O)c3ccccc3o2)cc1 (centres undefined)
(15) COc1ccc2cc3cc(C(=O)NCCN4CCN(c5ccccc5F)CC4)oc3nc2c1
(16) COc1ccc(CCNS(=O)(=O)c2ccc3c(c2)CCCC3)cc1OC

Assay by compound,9,10,11,12,13,14,15,16
Mm-Cpn inhibitor,-1%,1%,-4%,/,0%,/,1%,2%
CCT chaperon mod,-2.0,-1.3,-0.2,-4.1,-0.8,/,-1.0,-3.7
Nrf2 ARE act,0.1%,2.3%,-0.6%,-1.9%,0.2%,0.2%,0.0%,-0.4%
Nrf2 inh,-9%,?,?,/,1%,?,18µM*,-20%
Akt phos inh,i,i,i,i,i,/,i,i
HepG2 viability,-1%,1%,-6%,16µM*,11%,-20%,-7%,-10%
Abeta rescue,-11%,19%,21%,-13%,8%,-5%,-9%,2%
TGFb SMAD3 inh,?,7%,2%,?,-17%,-1%,-8%,-11%
A549 viability,-2%,-13%,-2%,/,4%,-15%,?,0%

(17) C=CCCC(=O)Nc1nc(C)c(-c2csc(Nc3cc(Cl)ccc3OC)n2)s1
(18) CCOc1ccc(C(=O)c2cn(CC(=O)Nc3ccc(F)c(F)c3)c3cc4c(cc3c2=O)OCCO4)cc1
(19) CCOc1ncccc1C(=O)Nc1cc(S(=O)(=O)N2CCCCC2)ccc1Cl
(20) CCOC(=O)N1CCN(C(=O)c2ccc(N(C)S(=O)(=O)c3ccc(C)cc3)cc2)CC1
(21) O=C(COC(=O)/C=C/c1ccccc1)Nc1cccnc1Cl
(22) COC(=O)C1C(O)=C(C(C)=N)C(=O)CC1(C)C (centres undefined)
(23) O=C(Cn1ccc2cc(S(=O)(=O)N3CCCCC3)ccc21)NCc1cccc(Cl)c1
(24) O=C(Nc1nc(-c2ccc(S(=O)(=O)N3CCOCC3)cc2)cs1)c1ccccc1

Assay by compound,17,18,19,20,21,22,23,24
Mm-Cpn inhibitor,?,/,2%,2%,-1%,-3%,/,?
CCT chaperon mod,-0.5,/,-0.4,2.1,0.7,0.6,/,2.2&0.4
Nrf2 ARE act,-0.8%,-0.8%,0.1%,0.1%,16%,4.2%,3.8%,5.1%&5.1%
Nrf2 inh,-1%,?,1%,23µM*,5%,/,?,4.6µM*
Akt phos inh,i,/,i,i,i,i,/,i
HepG2 viability,-17%,-6%,-26%,-28%,0%,-5%,-21%,-30%&-15%
Abeta rescue,-4%,-18%,2%,6%,-7%,-6%,-13%,0%&-21%
TGFb SMAD3 inh,-20%,?,-3%,-21%,-18%,8%,?,-19%&-18%
A549 viability,-4%,-20%,2%,-11%,-2%,-2%,-3%,-17%&-8%

# Whole records as entered above. Values in the order: Mm-Cpn inhibitor	CCT chaperon mod	Nrf2 ARE act	Nrf2 inh	Akt phos inh	HepG2 viability	Abeta rescue	TGFb SMAD3 inh	A549 viability
# CCOc1ccc(C(=O)c2cn(CC(=O)Nc3ccc(F)c(F)c3)c3cc4c(cc3c2=O)OCCO4)cc1 in the list: /	/	-0.8%	?	/	-6%	-18%	?	-20%
# O=C(Cn1ccc2cc(S(=O)(=O)N3CCCCC3)ccc21)NCc1cccc(Cl)c1 in the list: /	/	3.8%	?	/	-21%	-13%	?	-3%
# C=CCCC(=O)Nc1nc(C)c(-c2csc(Nc3cc(Cl)ccc3OC)n2)s1 in the list: ?	-0.5	-0.8%	-1%	i	-17%	-4%	-20%	-4%
# CCOc1ncccc1C(=O)Nc1cc(S(=O)(=O)N2CCCCC2)ccc1Cl in the list: 2%	-0.4	0.1%	1%	i	-26%	2%	-3%	2%
# CCOC(=O)N1CCN(C(=O)c2ccc(N(C)S(=O)(=O)c3ccc(C)cc3)cc2)CC1 in the list: 2%	2.1	0.1%	23µM*	i	-28%	6%	-21%	-11%

# Next entries
(25) O=C(Cc1ccc(Cl)cc1)N1CCN(C(=O)c2ccco2)CC1
(26) COc1ccc(C(=O)Nc2c(F)c(F)c(F)c(F)c2F)cc1OC
(27) CCCCN(C)Cc1c(C)[nH]c2c(Cl)cccc2c1=O
(28) COC(OC)c1nc(SCC(=O)Nc2cccc(Cl)c2)ncc1C(=O)O
(29) O=C1COc2ccc(S(=O)(=O)N3CCCCCC3)cc2N1
(30) O=C(OCCOc1cccc(Cl)c1)c1cc(S(=O)(=O)N2CCCCC2)ccc1N1CCOCC1
(31) CCN(CC)c1ccc(C(=O)NNC(=O)c2cccn2C)cc1
(32) CSCCC(NC(=O)OCc1ccccc1)C(=O)O (centres undefined)

Assay by compound,25,26,27,28,29,30,31,32
Mm-Cpn inhibitor,0%,/,-1%,-3%,2%,0%,0%,-3%
CCT chaperon mod,0.5,0.8,-3.1,-0.4,1.2,-2.1,-2.5,-0.3
Nrf2 ARE act,0.3%,-0.3%,-0.3%,0.4%,0.1%,2.7%,2.1%,-0.5%
Nrf2 inh,-16%,/,9%,0%,-18%,12µM*,?,-2%
Akt phos inh,i,i,i,i,i,i,i,-104%*
HepG2 viability,0%,/,-2%,-32%,7%,-32%,-12%,-14%
Abeta rescue,4%,17%,-5%,-2%,0%,23%,-5%,10%
TGFb SMAD3 inh,6%,/,-1%,-13%,3%,7%,-10%,4%
A549 viability,-9%,/,-5%,0%,-4%,-17%,-2%,-7%

(33) Cc1ccc(NC(=O)C2Oc3ccccc3OC2C)cc1 (centres undefined)
(34) CC(C)c1ccc(N(C(=O)c2ccc3c(c2)OCO3)C2C=CS(=O)(=O)C2)cc1 (centres undefined)
(35) Cc1ccc(CC(=O)Nc2ccc(F)c([N+](=O)[O-])c2)cc1C
(36) O=C(NC1CCCC1)c1cc(=O)[nH]c2ccccc12
(37) Cc1nc(N2CCOCC2)nc(OCCN2CCOCC2)c1[N+](=O)[O-]
(38) C=C(C)C(=O)N1CC2(CC(c3cccc(NC(=O)/C=C\C=C/C)c3)=NO2)C[C@H]1C(N)=O (some centres undefined)
(39) CSc1ccccc1C(=O)N1CCCC(CCC(=O)NCc2ccc(F)c(F)c2)C1 (centres undefined)
(40) COc1ccc(/C=C2\C(=O)ON=C2c2ccccc2)cc1
(41) Cc1nc(C)c(NC(=O)N2CCc3ccccc32)cc1NC(=O)N1CCc2ccccc21

Assay by compound,33,34,35,36,37,38,39,40,41
Mm-Cpn inhibitor,-2%,-3%,-1%,-4%,2%,0%,3%,0%,-2%
CCT chaperon mod,-2.6,0.8,1.0,1.2,-1.2,-1.1,2.5,-3.7,-0.3
Nrf2 ARE act,9.5%,-0.4%,5.5%,-1.0%,-0.4%,-1.1%,0.8%,1.8%,4.8%
Nrf2 inh,18%,7%,?,6%,-4%,3%,-23%,-1%,/
Akt phos inh,i,i,i,i,i,i,i,i,i
HepG2 viability,-8%,-15%,2%,-9%,-3%,7%,-15%,-43%,4%
Abeta rescue,7%,1%,?,-12%,-4%,-2%,0%,-34%,12%
TGFb SMAD3 inh,-5%,9%,-11%,-3%,1%,12%,?,-30%,-12%
A549 viability,8%,-9%,-2%,0%,1%,2%,-8%,12%,-6%
